# Source: PubChem BioAssay
# bCat nuc transl: alters nuclear translocation of beta-catenin in HeLa cells; immunofluorescence imaging; nuclear translocation activity, % at 5 µM; actives 0.3% (n = 190,000); AID 1665;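 active = nuclear translocation activity above 50% at 5 µM, with a well cell count of 50 or more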;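 note: per-cell ratio of nuclear to cytoplasmic median beta-catenin stain intensity; plate controls were DMSO negative control for no effect and GSK-3 inhibitor IX positive control for full effect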
#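 Assay system: human HeLa cells, native beta-catenin; doses: 5 µM primary, 0.02–20 µM confirmation; incubation: compound treatment 24 h, 37°C, 5% CO2; technique: fluorescence imaging of beta-catenin antibody stain plus DAPI; measure: % activation, nuclear-to-cytoplasmic median beta-catenin signal ratio per cell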
# M1AAP inhibition: P. falciparum M1AAP inhibitors, biochemical, fluorogenic H-Leu-NHMec substrate, 1536-well (AID 1445); recombinant M1AAP, H-Leu-NHMec fluorogenic kinetic assay; higher % means a stronger effect; inhibition, % at 30 µM; hits with a dose series show IC50 in µM; actives 0.42% (n = 220,000);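 active = primary inhibition above the hit cutoff, then over 50% inhibition at one or more dose response concentrations, cut at about 23% in these data, passing the limit was not always enough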;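 note: plate controls were DMSO full reaction for no effect and no enzyme background for full effect; strong numbers were not always called active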
# MT stabilize HCS: microtubule stabilizers in HeLa cells. HeLa tubulin immunostaining HCS, 24 h; share of cells brighter than vehicle mean+2SD. % tubulin-high responders, % at 10 µM. actives 0.83% (n = 200,000);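 active = plate Z-score above 3 for both tubulin-high and condensed-nucleus cell shares, with cell loss under 80%, at 10 µM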;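 note: anti alpha tubulin signal scored within the nucleus-defined area of each cell; some results filed as inactive read as strong as hits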
# P. falciparum M17LAP: P. falciparum M17LAP inhibitors, primary screen, biochemical, fluorogenic H-Leu-NHMec substrate, 1536-well (AID 1619); recombinant M17LAP, H-Leu-NHMec fluorogenic kinetic assay; higher % means a stronger effect; inhibition, % at 30 µM, or IC50 in µM where a hit was titrated; actives 0.38% (n = 220,000);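 active = compound inhibiting the enzyme by more than half at any dose during confirmatory dose-response retesting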;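 note: plate controls were full reaction with DMSO carrier for no effect and no enzyme background for full effect; strong numbers were not always called active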
# WT yeast gro inh: growth inhibition of WT yeast, mitochondrial fusion screen. mitochondrial fusion phenotypic screen, WT strain. inhibition, % at 10 µM. actives 2.1% (n = 190,000). AID 1362; in the data active = inhibition above about 58%; tested in S. cerevisiae
# T cell modulator: T cell immune modulation candidate. AID 2052. calls only at 7 µM. actives 0.068% (n = 330,000). 2C CD8+ T cell-vesicle binding, flow cytometry; hits give low values;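 active = response, share of CD8 T cells binding vesicles, and their 90th percentile fluorescence all below set limits, cut at about 80% in these data, passing the limit was not always enough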
#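 Benchmarks: naked versus QL9-loaded vesicles / Assay system: purified 2C TCR transgenic mouse naive CD8+ T cells / Technique: high-throughput flow cytometry with anti-B7-1 and anti-CD8 staining / Timing: Cell–vesicle co-incubation 1.5 h at 37 °C, staining 20 min on ice / Read-out: percent CD8+ FL2 mean versus row control / Probe or stimulus: QL9-loaded Drosophila micro-vesicles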
# Autophagy HCS: alters autophagy in cells. MEF GFP-LC3 puncta imaging; test concentration mostly 10 µM. calls only at 10 µM (by protocol). actives 0.98% (n = 190,000). AID 463193;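 active = percentage of spot-positive cells more than 3 SD above its plate mean, without a fluorescence outlier flag or 80% toxicity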;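 note: spot-positive cell cutoff set from DMSO-treated cells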
# Yfh1-off respiration: mitochondrial function rescue without frataxin homolog – Friedreich's ataxia, plus single-dose screen, dose response (AID 1465) | S. cerevisiae Yfh1-off respiration, WST-1 reduction, 72 h; higher fold induction means a stronger effect | one-dose fold induction at 50 µM; EC50 in µM for titrated hits | actives 0.074% (n = 220,000);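 active = fold induction of absorbance versus untreated yeast above a set limit, then at least 30% activation at any dose in follow-up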;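 note: activators that raise dye reduction in frataxin-depleted yeast; strong numbers were not always called active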
# Dynein cargo inh: dynein cargo transport inhibition; 3617.4 mouse cells, GR-EGFP nuclear translocation imaging; test concentration mostly 20 µM; stimulated with dexamethasone, 1 µM; hits give low values; z-score, hits read low; actives 0.47% (n = 220,000);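 active = plate z-score of nuclear minus cytoplasmic receptor signal below a set negative limit, without overly bright fluorescence or cell loss, cut at about -3.5 in these data, passing the limit was not always enough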;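 note: z-score of nuclear minus cytoplasmic ring GR-EGFP intensity difference per well; some compounds called inactive have numbers as strong as hits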
#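 Buffer or medium – tet-free medium with charcoal-stripped serum · Signal – automated 10x imaging of fixed Hoechst-stained cells · Also added – dexamethasone agonist, 1.0 µM final, for 30 min · Incubation – induction 48 h, compound 1 h, agonist 30 min · Read-out – GR-EGFP nuclear translocation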
# WT yeast gro inh mutant strain: recorded beside WT yeast gro inh, whose call it bears; inhibition, %; mitochondrial fusion phenotypic screen, mutant strain inhibition
# Dynein cargo inh cytoplasmic EGFP: second read-out of Dynein cargo inh, no call of its own (marks repeat the call); z-score; measured here: cytoplasmic GR-EGFP intensity; hits give high values
# Dynein cargo inh nuclear GR-EGFP: second read-out of Dynein cargo inh, no call of its own (marks repeat the call); z-score; measured here: nuclear GR-EGFP intensity;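 lower value marks the stronger effect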
# Dynein cargo inh cell count: also measured in Dynein cargo inh; calls as there; z-score; measured here: cell count per field
# bCat nuc transl cell count 5 µM: recorded beside bCat nuc transl, whose call it bears; cell count; measured here: cell count, cytotoxicity flag
# T cell modulator vesicle-bound %: further read-out of T cell modulator, marked with its call; double positive events, %; measured here: CD8+ vesicle-bound cell fraction;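 binding gate set so that unloaded-vesicle control wells show 10% double positive cells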
# MT stabilize HCS Hoechst-high %: recorded beside MT stabilize HCS, whose call it bears; % Hoechst-high responders; measured here: nuclear condensation Hoechst responders;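 share of cells brighter than vehicle mean plus two SD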
# MT stabilize HCS cytotoxicity %: also measured in MT stabilize HCS; calls as there; toxicity, %; measured here: cytotoxicity by cell density;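 0% = mean cell density of plate MIN control wells and 100% = no cells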
# Autophagy HCS cell loss 18 h: recorded beside Autophagy HCS, whose call it bears; toxicity, %; measured here: cell loss, nuclei count;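 cell loss after 18 h compound exposure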
# Numbers without * were called inactive; i = inactive; . = not tested or not shown.
SMILES,bCat nuc transl,bCat nuc transl cell count 5 µM,M1AAP inhibition,MT stabilize HCS,MT stabilize HCS Hoechst-high %,MT stabilize HCS cytotoxicity %,P. falciparum M17LAP,WT yeast gro inh,WT yeast gro inh mutant strain,T cell modulator,T cell modulator vesicle-bound %,Autophagy HCS,Autophagy HCS cell loss 18 h,Yfh1-off respiration,Dynein cargo inh,Dynein cargo inh cytoplasmic EGFP,Dynein cargo inh nuclear GR-EGFP,Dynein cargo inh cell count
CCOC(=O)c1cnc2nc(C(F)(F)F)[nH]n2c1=O,-3.4,1076,13%,2.0,2.3,12,2%,4,-33,i,61,i,2,i,0.57,-0.3,0.37,-0.033
COc1ccc(C(=O)Nc2cc(OCc3ccccc3)c(Cl)cc2Cl)cc1,.,.,-2%,3.4,1.7,7.5,13%,12,0,i,40,i,29,i,-0.09,-0.18,-0.17,-0.29
CCn1c(SCC(=O)Nc2nc(C)c(C)s2)nnc1-c1cccs1,-2.2,496,2%,1.0,1.9,4.4,12%,10,7,i,16,i,2,i,-0.11,-0.28,0.16,-0.037
CCC1=NC(c2ccccc2OC)N(O)C1(C)C (stereo unspecified),-2.8,986,-2%,1.9,1.6,6.3,1%,-9,6,.,.,i,-7,i,-0.16,-0.2,-0.12,0.15
CCC1=Nc2ccc(Br)cc2C(c2ccccc2)N1CC(=O)OC (stereo unspecified),3.4,1337,-1%,2.1,1.5,6.8,15%,10,30,i,64,i,7,i,-1.1,-0.2,-0.11,0.56
COc1ccc(/C=C2\CCC/C(=C\C=N\N(C)C)C2=O)cc1,-2.3,1105,10%,20*,12*,56*,5%,11,1,i,24,i,0,i,-2.7,0.13,-1.2,-0.2
N/C(CCN1CCCCC1)=N/O,2.0,1159,-1%,3.9,2.1,6.8,-18%,15,14,i,42,i,-8,i,-0.043,-0.21,-0.084,0.44
COC(C(=O)NCc1ccccc1C)c1ccccc1 (stereo unspecified),-6.9,528,-1%,2.2,1.7,2.8,0%,-5,-12,i,42,i,4,i,-1.4,-0.26,-0.48,1.5
Cc1nnn(C23CC4CC(CC(CC(=O)Nc5ccc(C)c(Cl)c5)(C4)C2)C3)n1,-0.3,994,-2%,3.0,2.8,4.0,-15%,21,15,i,4,i,12,i,-0.38,-0.29,-0.44,0.47
O=C(c1cccc(F)c1)N1CCN(c2cc(N3CCCCC3)c(F)cc2[N+](=O)[O-])CC1,-1.1,1101,4%,2.5,1.3,6.1,-6%,61*,50*,i,12,i,-7,i,0.077,-0.21,-0.27,0.46
CCC(C)(C)NCC(=O)Nc1ccc(OC(F)(F)F)cc1,-5.4,1115,-6%,1.7,0.7,5.3,-2%,0,-143,i,45,i,-10,i,0.14,-0.29,0.47,1.8
COc1ccccc1NC(=S)NC(=O)C(C)(C)C,-1.9,1410,-3%,3.0,2.3,7.2,6%,3,-50,i,60,i,19,i,-0.39,-0.15,0.5,1.2
Cc1ccc(Cl)cc1N1CCN(C(=O)CN(c2ccccc2)S(=O)(=O)N(C)C)CC1,0.6,1106,0%,4.6,1.4,3.4,-7%,5,3,i,41,i,-13,i,0.94,-0.3,0.37,-0.69
COc1ccc2c(CC(=O)N3CCN(S(=O)(=O)c4cccs4)CC3)coc2c1,-4.5,1012,3%,4.6,2.5,11,-1%,5,-3,i,22,i,2,i,-0.12,-0.18,0.51,-0.31
COc1cccc(S(=O)(=O)NCc2ccc(C(=O)Nc3ccc(C)cc3)cc2)c1,-3.7,1169,1%,1.6,1.3,7.1,-10%,-11,-4,i,22,i,13,i,0.46,-0.33,0.45,-0.41
COc1cccc2cc(-c3csc(CCn4nc(C)cc4C)n3)c(=O)oc12,-3.5,1144,2%,1.6,1.3,7.3,9%,3,4,i,16,i,1,i,-0.74,-0.22,-0.36,1.3
NS(=O)(=O)c1ccc(NC(=O)CSc2nnc(Cc3cccs3)n2-c2ccccc2)cc1,.,.,4%,1.9,1.7,22,21%,1,6,i,35,i,0,i,-0.15,-0.11,0.48,0.75
Cc1ccc(NC(=O)CN(C)Cc2cc(=O)n3ccsc3n2)cc1,0.0,1318,.,.,.,.,.,.,.,i,32,.,.,i,-0.64,-0.76,-0.56,-0.091
COc1ccc(NC(=O)/C=C/c2ccccc2)c([N+](=O)[O-])c1,0.9,957,2%,3.2,2.2,8.4,1%,-7,-9,i,30,i,1,i,0.36,-0.17,-0.098,-0.055
CC(C)CCn1c(O)c(N=NC(=O)c2ccco2)c2ccccc21,1.9,429,6%,2.0,1.8,5.3,1%,5,-2,i,36,i,-44,i,-0.54,-0.29,0.41,0.5
COCCN(Cc1cc2cc(C)ccc2nc1Cl)C(=O)Nc1ccccc1OC,2.1,1497,-10%,2.1,1.2,4.6,-8%,5,26,i,15,i,-1,i,0.66,-0.2,0.25,-0.46
Cc1nn(-c2ccccc2)c(C)c1/C=C1\C(=O)N(C)C(=S)N1C,0.7,1045,8%,2.9,1.7,1.8,16%,5,24,i,26,i,9,i,-0.54,-0.21,-0.53,0.36
CCN1CC(CNCc2cn(-c3ccc(OC)cc3)nc2-c2ccccc2Cl)CC1=O (stereo unspecified),2.3,979,2%,2.2,2.1,8.1,-5%,5,10,i,50,i,15,i,-0.79,-0.32,-0.59,1.2
N/C(=N\OC(=O)Cc1cccs1)c1ccc(Cl)cc1,-0.5,1485,5%,.,.,.,0%,.,.,i,30,.,.,i,-0.23,0.026,0.35,0.44
N#Cc1c(-c2ccccc2)c(-c2ccccc2)nn(CC(=O)NNC(=O)Nc2ccccc2)c1=O,21,936,-1%,23,51,40,-3%,-19,6,i,13,i,7,.,-0.62,-0.22,0.29,0.027
CNC(=O)c1ccc(Oc2ccc(C(=O)NC)cc2)cc1,0.3,1309,4%,10,2.4,5.5,11%,-19,-36,i,41,i,3,i,-0.4,-0.16,0.025,-0.09
CCn1c(C)nc2cc(S(=O)(=O)C(F)(F)C(F)C(F)(F)F)ccc21 (stereo unspecified),1.4,839,1%,2.7,3.8,11,12%,-6,0,i,10,i,-36,.,-0.063,-0.23,0.35,0.29
CS(=O)(=O)c1ccc(C(=O)OCc2nnc(-c3ccccc3)o2)cc1[N+](=O)[O-],3.0,965,-3%,0.8,2.0,4.1,-2%,15,-10,.,.,i,-1,i,-6.6*,1.8*,-2.7*,-0.7*
Cc1ccc(NC(=O)CN2C(=O)C(C)Oc3ccccc32)nc1 (stereo unspecified),-3.3,1022,8%,4.7,3.1,5.7,-1%,1,3,i,7,i,17,i,-0.46,-0.26,0.081,-0.29
S=c1[nH]nc(-c2ccco2)n1/N=C/c1ccccc1,1.2,1272,6%,.,.,.,14%,.,.,i,32,.,.,i,-0.53,-0.26,-0.28,0.8
COc1cccc(NC(=O)CCCOc2cc(=O)n(C)c3ccccc23)c1,-7.2,1054,2%,2.2,1.6,6.7,3%,-11,1,i,43,i,4,i,0.8,-0.2,0.78,0.67
CCOC(=O)C1CC(c2ccccc2)=NNC1=O (stereo unspecified),1.0,1436,-2%,2.0,1.1,3.5,4%,2,2,i,52,i,15,i,-0.68,-0.3,-0.24,0.79
CCCN(CCC)c1ccc(C(O)c2nnc(-c3ccccc3)o2)cc1 (stereo unspecified),-0.9,1071,3%,2.6,2.1,1.6,11%,76*,32*,i,31,i,-2,i,0.79,-0.26,0.86,-0.96
O=C(NNC(=O)c1ccccc1C(=O)O)c1ccc(O)cc1,0.3,1540,0%,1.0,1.9,7.5,-1%,7,-2,i,43,i,-2,i,1.1,-0.3,0.47,-1.3
Oc1ccc(C=Nc2ccc3ncccc3c2)c(O)c1,-0.7,922,2%,2.5,3.9,7.3,15%,42,40,i,50,i,-1,i,-0.67,-0.089,0.18,0.38
Cc1cc(C)c(NC(=O)CN2CCN(C)CC2)c(C)c1,.,.,-1%,6.6,2.6,4.0,-5%,2,-4,i,62,i,9,i,0.37,-0.2,0.34,-0.33
C/C(=N\NC(=O)c1ccc(CSc2nncn2C)cc1)c1ccc(C#N)cc1,-1.1,1051,1%,4.7,1.7,11,-8%,-13,-1,i,44,i,0,i,0.16,-0.091,0.0054,-0.94
C/C(=N\NC(=O)c1cccc(S(=O)(=O)N2CCOCC2)c1)c1cc2ccccc2o1,0.0,1283,-14%,.,.,.,-6%,.,.,i,54,.,.,i,-0.8,-0.14,0.31,-0.36

# In a second layout: results already given.
# Every second line gives: bCat nuc transl	bCat nuc transl cell count 5 µM	M1AAP inhibition	MT stabilize HCS	MT stabilize HCS Hoechst-high %	MT stabilize HCS cytotoxicity %	P. falciparum M17LAP	WT yeast gro inh	WT yeast gro inh mutant strain	T cell modulator	T cell modulator vesicle-bound %	Autophagy HCS	Autophagy HCS cell loss 18 h	Yfh1-off respiration	Dynein cargo inh	Dynein cargo inh cytoplasmic EGFP	Dynein cargo inh nuclear GR-EGFP	Dynein cargo inh cell count
CCOC(=O)C1CC(c2ccccc2)=NNC1=O (stereo unspecified)
  1.0	1436	-2%	2.0	1.1	3.5	4%	2	2	i	52	i	15	i	-0.68	-0.3	-0.24	0.79
CCCN(CCC)c1ccc(C(O)c2nnc(-c3ccccc3)o2)cc1 (stereo unspecified)
  -0.9	1071	3%	2.6	2.1	1.6	11%	76*	32*	i	31	i	-2	i	0.79	-0.26	0.86	-0.96

# Rows were taken by chance; any-hit rate near 4.4%.
